M1 PAM = human CHRM1 positive allosteric modulation. P11229. CHO-K1 hM1, Fluo-8 calcium fluorescence, ACh EC20; 0% = ACh EC20, 100% = maximal ACh. activation, % at 3 µM. 360,000 tested, 0.088% active; in the data active = activation above about 19%, passing the limit was not always enough
Target sequence (P11229 whole entry, looked up): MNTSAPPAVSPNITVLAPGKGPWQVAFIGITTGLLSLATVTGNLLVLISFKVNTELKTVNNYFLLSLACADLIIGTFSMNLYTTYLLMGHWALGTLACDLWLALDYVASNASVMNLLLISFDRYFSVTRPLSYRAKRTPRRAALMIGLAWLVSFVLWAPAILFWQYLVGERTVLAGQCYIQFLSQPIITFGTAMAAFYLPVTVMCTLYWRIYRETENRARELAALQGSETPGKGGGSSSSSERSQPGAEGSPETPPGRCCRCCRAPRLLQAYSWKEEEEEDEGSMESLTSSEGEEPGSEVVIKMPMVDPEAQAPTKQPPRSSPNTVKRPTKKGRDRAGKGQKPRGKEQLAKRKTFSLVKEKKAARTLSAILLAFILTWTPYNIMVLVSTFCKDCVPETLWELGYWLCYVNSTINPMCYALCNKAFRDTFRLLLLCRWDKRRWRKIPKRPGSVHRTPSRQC
CHRM4 agonist = CHRM4 agonism in calcium assay; AID 624127; 360,000 tested, 0.14% active; activation, % at 3 µM; CHO-K1 hM4/Gqi5, Fluo-8 calcium fluorescence; vehicle 0%, full acetylcholine response 100%;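 active = activation above the run mean over all test wells plus 3 SD, cut at about 32% in these data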;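 also: peak over basal fluorescence ratio per well then scaled between controls; 0% = DMSO wells and 100% = acetylcholine at EC100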
Target sequence (P08173 whole entry, looked up): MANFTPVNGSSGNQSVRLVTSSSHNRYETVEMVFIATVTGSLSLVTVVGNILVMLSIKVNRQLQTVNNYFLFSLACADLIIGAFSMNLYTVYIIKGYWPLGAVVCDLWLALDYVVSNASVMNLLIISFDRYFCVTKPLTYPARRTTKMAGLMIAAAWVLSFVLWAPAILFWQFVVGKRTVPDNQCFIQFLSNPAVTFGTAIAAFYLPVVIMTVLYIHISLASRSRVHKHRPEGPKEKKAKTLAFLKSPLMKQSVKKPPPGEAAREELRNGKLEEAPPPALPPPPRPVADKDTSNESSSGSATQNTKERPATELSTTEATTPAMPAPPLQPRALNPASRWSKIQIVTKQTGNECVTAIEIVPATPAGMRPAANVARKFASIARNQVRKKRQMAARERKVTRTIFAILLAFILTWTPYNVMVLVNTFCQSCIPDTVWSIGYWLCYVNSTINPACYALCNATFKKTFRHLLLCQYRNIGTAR
M5 PAM = CHRM5 positive allosteric modulation | activation, % at 3 µM | CHO-K1 hM5, Fluo-8 calcium, ACh EC20 PAM; 0% = ACh EC20, 100% = ACh EC100 | P08912 | 360,000 tested, 0.3% active;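 active = activation above the run cutoff, the mean activation of all test compounds plus 3 SD, cut at about 18% in these data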
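Assay system – human M5 receptor in CHO-K1 cells · Read-out – % activation, ACh-normalized · Technique – Fluo-8 calcium fluorescence · Dosing – single-point, 3 µM nominal · Incubation – Fluo-8 loading 80 min at 37 °C plus 30 min room temperature · Repeats – singlicate, one well per test compound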
CHRM4 PAM = CHRM4 positive allosteric modulation. P08173. CHO-K1 hM4/Gqi5, Fluo-8 calcium fluorescence, ACh EC20; 0% = ACh EC20, 100% = maximal ACh. activation, % at 3 µM. 360,000 tested, 0.4% active;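 active = activation above its plate's cutoff, the mean activation of sample wells plus 3 SD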; also: some results filed as inactive read as strong as hits
CRFBP-R2 agonist = CRF-BP/CRF-R2 complex agonism | HEK293 CRF-R2/CRF-BP, calcium dye fluorescence (FLIPR); percent of saturating CRF peptide response | activation, % at 13.2 µM | 350,000 tested, 0.46% active;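 active = activation of at least 50%, plus an integration ratio under a set limit after plate pattern correction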;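 also: plate controls were neutral control wells without compound for no effect and CRF at EC100 for full effect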
CHRM1 antagonist = human CHRM1 antagonism; P11229; CHO-K1 hM1, Fluo-8 calcium fluorescence, ACh EC80 antagonist; inhibition, % at 3 µM; 360,000 tested, 1.3% active; AID 588852;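 active = percent inhibition above its own plate's cutoff, namely the mean of that plate's compound wells plus 3 SD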;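 also: peak over basal fluorescence ratio during 140 s after agonist addition; 0% = ACh EC80 plus DMSO and 100% = DMSO alone without agonist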
CHRM4 antagonist = CHRM4 antagonism in calcium assay; P08173; CHO-hM4 cells, ACh EC80, Fluo-8 calcium fluorescence; inhibition, % at 3 µM; 360,000 tested, 0.73% active; AID 624125;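 active = inhibition above its plate's cutoff, the mean inhibition of sample wells plus 3 SD, cut at about 27% in these data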;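 also: 0% = acetylcholine EC80 with DMSO and 100% = DMSO without agonist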
CHRM5 antagonist = antagonists of human muscarinic M5 receptor (CHRM5). inhibition, % at 3 µM. P08912. 360,000 tested, 0.59% active. CHO-hM5 cells, Fluo-8 calcium fluorescence, ACh EC80;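 active = inhibition above a per-plate cutoff, the mean of that plate's test compounds plus 3 SD, cut at about 27% in these data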;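 also: 0% = acetylcholine EC80 with DMSO and 100% = DMSO without agonist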
CHRM5 agonist = CHRM5 agonism in calcium assay. CHO-K1 hM5 cells, Fluo-8 calcium fluorescence; 0% DMSO wells, 100% maximal acetylcholine response. activation, % at 3 µM. 360,000 tested, 0.19% active;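 active = activation above the run's mean over test compounds plus 3 SD, cut at about 23% in these data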;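 also: signal is peak over basal fluorescence ratio across the kinetic read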
Starred values were filed as active, the others as inactive; . = no result given.

SMILES	M1 PAM	CHRM4 agonist	M5 PAM	CHRM4 PAM	CRFBP-R2 agonist	CHRM1 antagonist	CHRM4 antagonist	CHRM5 antagonist	CHRM5 agonist
CCn1cc(C2=NOC(C(=O)Nc3c(C)nn(Cc4ccc(F)cc4)c3C)C2)c(C)n1 (stereo not given)	5	2	-8	1	-0.6	-10	-17	3	1
CCOC(=O)CSc1nnc(C)n1N	-1	1	-1	3	-0.9	-9	-4	5	-2
COc1ccc(C(=O)NCc2cn3c(C)csc3n2)cc1OC	2	0	-3	4	0.8	-24	6	1	1
CCCN(C(=O)CSc1nc2ccccc2n1CC)C1CCS(=O)(=O)C1 (stereo not given)	4	1	-4	-6	-2.0	-6	6	10	-3
CC1CCCN(C(=O)c2ccc3c(=O)n4nc(Nc5ccccc5)sc4nc3c2)C1 (stereo not given)	1	3	-4	1	0.1	-5	-22	-2	-1
O=C(N/N=C/c1ccc(N2CCCCC2)o1)c1ccccc1	-1	0	6	11	-1.8	2	-5	-5	2
CCn1c2ccccc2c2cc(NC(=O)COc3ccccc3)ccc21	4	0	4	11	-0.8	-5	-10	-4	-2
Cc1sc(-n2c(C)cc(C=O)c2C)c(C(=O)O)c1C	-3	5	-11	2	4.5	2	-3	-7	-1
Cc1cc(C)nc(NS(=O)(=O)c2ccc(NC(=O)Cc3ccc(F)cc3)cc2)n1	20	1	-2	0	-0.9	-24	-9	4	0
O=C(COC(=O)c1cc(=O)[nH]c(=O)[nH]1)Nc1cccc(S(=O)(=O)N2CCOCC2)c1	6	0	1	1	0.6	-5	-2	10	0
CCCSCCCNC(=O)Cn1c(=O)c2cccn2c2ccccc21	6	2	-2	-2	-1.3	-1	8	2	-1
O=C(c1ccc(F)cc1)C1CCN(C(=O)c2ccncc2)CC1	15	0	4	3	2.9	-16	-4	0	0
Cc1[nH]c2ccccc2c1/C=N/NC(=O)Cc1cccs1	11	3	0	-9	0.7	-8	14	-1	0
Cc1nc2cncc(Br)c2n1C	-1	1	2	1	0.0	-19	-5	-5	0
COc1ccccc1CCNC(=O)c1c(C)nn(CC(C)C)c1Cl	6	7	-5	8	0.8	-6	-10	11	-5
CC(C)[C@H](NS(=O)(=O)c1ccc(Cl)cc1)C(=O)OCC(=O)c1c(N)n(C)c(=O)n(C)c1=O	2	16	-28	-8	-0.4	12	4	13	4
COc1ccc(OC)c(-n2c(=S)[nH]c3c(sc(=S)n3-c3ccccc3)c2=O)c1	2	0	5	0	-2.0	-1	-4	-5	0
COc1ccccc1CNS(=O)(=O)c1ccc2c(c1)NC(=O)CS2	-2	4	-4	-4	-0.5	1	-8	9	-1
Cc1ccccc1OCc1nnc2c3cnn(C)c3ncn12	1	0	-1	3	-1.0	4	1	5	-4
Cc1nc2ccc(Br)cn2c1C(=O)N/N=C\c1ccccc1Cl	16	1	18	6	-0.2	-19	-8	-14	5
COc1cccc(CN2CCCC(C(=O)c3ccc4c(c3)OCO4)C2)c1OC (stereo not given)	-26	3	-6	-18	-0.6	57*	10	-3	-11
C=CCn1c(NC(=O)c2ccc(Br)o2)c(C(=O)OCC)sc1=S	-1	4	-10	1	0.0	-17	-4	0	1
CN1CCCC1CCNC1C2CC3CC(C2)CC1C3 (stereo not given)	-5	2	1	1	3.1	4	8	1	-3
C[C@]12CC[C@@H]3c4cc(O)c(O)cc4CC[C@H]3[C@@H]1CC[C@@H]2O	-8	3	9	4	4.2	7	0	-11	5
CCn1c(=O)c(=O)[nH]c2cc(C(=O)NC3CC3)ccc21	2	2	-1	20	1.8	-1	4	3	2
CCOC(=O)N1CCC(NCCNC(=O)c2cccs2)CC1	-12	1	0	4	0.2	21	0	-9	-6
O=C(COC(=O)c1ccc(NC(=O)C2CC=CCC2C(=O)O)cc1)c1ccccc1 (stereo not given)	9	1	1	3	1.9	-9	-5	-2	-3
CCc1ccc2[nH]c(=O)c(CN(CCCN3CCOCC3)C(=O)Nc3cccc(Cl)c3)cc2c1	0	7	-8	-5	3.6	-1	7	14	-1
Cc1cc(Nc2cccc(Cl)c2Cl)n2ncnc2n1	2	1	7	8	-2.5	-8	-4	12	-3
COc1cccc(NC(=O)CSc2nc3ccccc3c(=O)n2CCCC(=O)N2CCCC2)c1	0	-2	-14	23	-1.6	9	-23	15	0
O=C(Nc1ccc(N2CCCC2)cc1)C(Cl)c1ccccc1 (stereo not given)	8	1	6	5	-0.8	-24	-1	3	2
CCOC(=O)/C=c1\s/c(=C\c2ccc(-c3ccccc3)cc2)c(=O)n1CC(=O)NCc1ccc2c(c1)OCO2	16	0	16	14	18	-11	-2	-15	2
Cc1sc(NC(=O)c2ccco2)c(CN2CCN(c3ccc(F)cc3)CC2)c1C	0	-1	2	-1	0.1	7	10	1	0
O=C(Nc1ccc2nc(-c3cccnc3)[nH]c2c1)C1CCCCC1	3	3	-2	-3	-1.4	-4	-1	-2	0
C[C@H](O)[C@@H]1C(=O)N2CCc3ccc(N4CCN(C)CC4)cc3[C@@H]2C[C@@H]1N(C)C(=O)c1ccc(C#N)cc1	0	0	1	5	1.1	-8	-1	-2	-2
COc1ccc(NC(=O)CCC(=O)NCc2ccco2)c([N+](=O)[O-])c1	-3	2	-9	-5	-1.0	7	14	3	-1
CN1CCN(c2ccc(S(=O)(=O)N3CCCCC3)cc2NC(=O)/C=C/c2ccc(OC(F)F)cc2)CC1	9	3	2	2	2.7	4	-12	-3	-4
COc1ccc(S(=O)(=O)n2ccc(-c3ccc4c(c3)CCC(C)(C)O4)n2)cc1	7	0	15	-7	1.8	-10	12	-11	10
CCC(CC)c1nnc(NC(=O)c2cc([N+](=O)[O-])ccc2N2CCCCC2)s1	-2	0	-4	-2	0.8	2	-4	-1	-3
CCCN1CCN(C(=O)c2nn(-c3ccc(OC)cc3)c(=O)c3c2c2ccccc2n3C)CC1	7	2	-3	0	0.8	-2	-4	-2	0
COc1ccc(-c2nc(-c3ccccc3OC)no2)cc1OC	10	4	-5	8	-1.9	-4	14	4	-1
O=C(CN1C(=O)NC2(CCCCCC2)C1=O)N1CCCCC1	3	1	5	3	1.6	5	-5	4	4
CC(C)[C@H]1C(=O)Nc2ccccc2N1C(=O)N[C@@H](Cc1ccccc1)C(=O)N[C@H](C(=O)O)c1ccccc1	-2	1	-2	6	3.0	-2	-2	8	2
COC(=O)c1ccccc1NC(=O)c1ccccc1N(C)S(=O)(=O)c1ccccc1	12	1	-1	8	1.6	-14	-5	3	-2
CCCCn1c(NC(=O)C2CCCCC2)nc2ccccc21	0	0	-1	18	-1.1	-5	1	2	-6
Cc1cc(C)n(CC(O)Cn2c(C)c(C)c3ccccc32)n1 (stereo not given)	-2	5	0	-2	-4.4	1	-2	4	-3
CSCCC(=O)N1CCCC(N(C)CCc2ccccc2)C1 (stereo not given)	1	0	2	-3	-0.7	8	2	-8	-15
Cc1ccc(NC(=O)c2c(NC(=O)CCC(=O)O)sc3c2CCCCC3)cc1	-6	17	-12	-3	1.8	4	-15	15	-1
O=C(O)c1ccc(/C=C/c2ccc3cccc(O)c3n2)cc1	8	4	6	-7	-5.7	-3	3	1	-5
O=C(O)c1ccc(Cl)c(NCc2cccs2)c1	-4	0	5	4	3.9	8	6	-1	2
CC1CN=C(c2ccccc2)O1 (stereo not given)	8	0	-1	3	0.0	-17	-22	-3	5
Cc1ccc(C(=O)Nc2sc(C)c(C)c2C(=O)c2ccccc2)cc1	9	0	-2	3	1.2	-10	-6	5	2
COc1ccc(C(=O)OCC(=O)NC(=O)NC(C)C)cc1OC	17	2	5	7	-1.1	-20	-4	3	6
Cc1ccccc1Cn1cccc1/C=C1/C(=N)N2C=CSC2=NC1=O	-4	8	-18	-12	-0.7	11	-7	5	0
CCOC(=O)Cn1cc(/C=C(\C#N)C(=O)N2CCOCC2)c2ccccc21	0	3	0	0	0.2	-3	-7	-6	6
COc1cccc(OC)c1C(=O)Nc1nnc(-c2cccs2)s1	-1	0	6	-2	-0.2	10	6	-1	2
COC(=O)c1c(C)[nH]c(C(=O)COC(=O)Cc2ccc3c(c2)OCCO3)c1C	8	7	-6	0	0.1	-6	0	-4	-1
Cc1nnc2c(NC3CCCC3)nc3ccccc3n12	5	1	5	0	-1.4	-7	-2	5	-1
CN(C(=O)Cn1nc(C(=O)O)c2ccccc2c1=O)C1CCCCC1	-6	2	3	10	0.4	3	-13	6	8
CCCCC(=O)Nc1ccc2c(c1)nc(CCN1CCN(C)CC1)n2C	-1	6	-4	-10	-1.8	1	0	-5	5

Ordered by the number under CHRM4 PAM (ascending): three from the list above
| smiles | CHRM4 PAM |
| --- | --- |
| O=C(O)c1ccc(/C=C/c2ccc3cccc(O)c3n2)cc1 | -7 |
| CCOC(=O)Cn1cc(/C=C(\C#N)C(=O)N2CCOCC2)c2ccccc21 | 0 |
| Cc1ccc(C(=O)Nc2sc(C)c(C)c2C(=O)c2ccccc2)cc1 | 3 |

Other entries follow:
SMILES	M1 PAM	CHRM4 agonist	M5 PAM	CHRM4 PAM	CRFBP-R2 agonist	CHRM1 antagonist	CHRM4 antagonist	CHRM5 antagonist	CHRM5 agonist
Cc1nn(CC(=O)N2CCCCCC2)c(=O)c2cc3occc3n12	-6	1	1	15	0.1	21	-5	-1	-4
O=CC(=Cc1ccccc1)c1ccccc1	10	0	-1	-7	-1.4	-18	4	4	-1
O=C(NCC(c1cccs1)N1CCOCC1)c1ccc(Cl)nc1 (stereo not given)	14	0	-2	8	-1.2	-13	0	10	2
Cc1ccc(NC(=O)CC2(CC(=O)O)CCCC2)c(C)c1	12	0	5	0	1.2	-11	-5	-1	-3
CCNC(=O)CC1C(=O)N(C)C(=S)N1NC(=O)c1ccc(Cl)cc1 (stereo not given)	8	-1	4	9	-1.7	-6	11	1	-1
CC1(C)Cc2ccccc2-c2nc(NN)[nH]c(=O)c21	-6	0	-4	-5	-1.4	1	2	-4	-3
O=Cc1c(N2CCN(c3cccc(Cl)c3)CC2)nc2ccccn2c1=O	-5	7	-15	-9	-2.1	-5	8	15	1
COc1ccc(NC(=O)CCSc2nc(C)cs2)cc1	3	1	-2	1	-0.9	-5	-5	-5	0
COc1ccc(Nc2ncc3c(n2)CC(c2ccc(OC)cc2)CC3=O)cc1 (stereo not given)	-8	0	-3	-1	0.7	12	-8	-1	-4
Cc1nn(C)c(Oc2ccccc2)c1CCNC(=O)CC(C)C	-7	8	0	-4	3.9	9	-10	-14	2
O=C1NC[C@H](CCCCN2C[C@H](Cc3ccc(O)cc3)N(CCC3CCCCC3)C(=O)C2=O)N(CCc2ccccc2)C1=O	.	6	2	8	.	.	-6	-11	0
COc1ccc(Cn2c(C)c(C)c(C#N)c2NC(=O)Nc2ccccc2)cc1	-15	1	-6	-9	1.6	0	-4	4	-3
O=C(OCC(=O)N1CCCCC1)c1cccc(NS(=O)(=O)c2ccccc2)c1	-3	4	-6	-4	-1.1	6	1	3	1
CCCCNC(=O)c1nnn(-c2ccccc2)c1N	8	0	2	14	-0.4	-20	-11	-9	-6
COc1cc(C(=S)N2CCCCC2)ccc1O	-1	4	-11	7	-0.9	3	3	17	2

Whole records, looked up by structure. Values in the order: M1 PAM, CHRM4 agonist, M5 PAM, CHRM4 PAM, CRFBP-R2 agonist, CHRM1 antagonist, CHRM4 antagonist, CHRM5 antagonist, CHRM5 agonist
Listed for CC1(C)Cc2ccccc2-c2nc(NN)[nH]c(=O)c21 = -6, 0, -4, -5, -1.4, 1, 2, -4, -3
Listed for CCCCNC(=O)c1nnn(-c2ccccc2)c1N = 8, 0, 2, 14, -0.4, -20, -11, -9, -6
